Assay outcomes (PubChem BioAssay)
FLuc stim CS: FLuc activators, initial screening, artefact control for FLuc-dependent activation tests, biochemical, ATPlite luminescence | Luciferin 4-monooxygenase (Photinus pyralis), P08659 | ATPlite luciferase biochemical, 10 min; 0 = ATP-free wells, 1 = DMSO control | activation factor at 10 µM | 200,000 tested, under 10 active | AID 1027, 2008;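 active = luciferase activation factor, scaled between plate controls, of at least 2 with compound at 10 µM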
Target sequence (P08659 whole entry, looked up): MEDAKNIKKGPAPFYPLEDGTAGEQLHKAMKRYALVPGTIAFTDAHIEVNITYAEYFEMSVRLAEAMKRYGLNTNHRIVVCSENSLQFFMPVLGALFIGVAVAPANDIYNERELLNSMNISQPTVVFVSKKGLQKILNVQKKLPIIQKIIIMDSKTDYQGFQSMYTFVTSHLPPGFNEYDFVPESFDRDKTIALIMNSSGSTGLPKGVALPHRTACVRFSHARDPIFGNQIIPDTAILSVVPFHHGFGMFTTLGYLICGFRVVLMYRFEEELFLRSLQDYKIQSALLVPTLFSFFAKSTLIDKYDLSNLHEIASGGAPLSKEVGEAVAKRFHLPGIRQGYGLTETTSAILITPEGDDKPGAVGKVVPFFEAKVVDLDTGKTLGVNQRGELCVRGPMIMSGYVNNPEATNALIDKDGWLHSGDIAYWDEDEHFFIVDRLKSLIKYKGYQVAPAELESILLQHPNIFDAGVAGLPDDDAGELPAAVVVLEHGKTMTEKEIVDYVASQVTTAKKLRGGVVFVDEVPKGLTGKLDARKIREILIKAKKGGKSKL
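Assay system: Luciferase/luciferin detection reagent, cell-free biochemical luciferase assay / Read-out: luciferase activation / Benchmarks: No-ATP low control, compound-free enzyme-plus-ATP high control / Medium: PBS buffer for ATP / Detection: luminescence measurement of luciferase light output / Schedule: 10 min at ambient temperature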
APP 5'UTR act: activators of APP 5'UTR luciferase reporter, primary screen, SH-SY5Y cells | SH-SY5Y APP 5'UTR luciferase reporter, luminescence; zero percent = DMSO vehicle wells | activation, % at 2 µM | 1% of 190,000 active;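 active = activation above a set limit, based on mean plus 3 SD of controls, cut at about 140% in these data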; note: values of inactives mirror those of a sister screen read the other way
FLuc inh counter: firefly luciferase enzyme inhibitors, primary screen, artefact control for luciferase-based inhibitor screens, biochemical, luminescence, ATPLite; Luciferin 4-monooxygenase (Photinus pyralis), P08659; 10 min; inhibition, % at 10 µM; 1.5% of 200,000 active;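 active = inhibition above about 50% when tested at 10 µM, limit read from the data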
STAT1 activator: STAT1 signaling activators, primary screen, cell-based, HTS, luciferase reporter | activation (% of control), % at 5.5 µM | 2.6% of 200,000 active | AID 932, 2007 | NIH 3T3 STAT1-luciferase reporter, IFN-gamma, luminescence; 100% = IFN-gamma alone, no compound;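 active = activation above the screen-wide mean activation plus 3 SD, cut at about 130% in these data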;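 note: raw ratio to IFN-gamma control signal so 100% means no change and 0% no light; values of inactives mirror those of a sister screen read the other way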
DTT redox prof: compounds producing H2O2 with reducing agent – biochemical, NIH compound library profiling, artefact control for MLSCN library redox annotation, primary screen. DTT-dependent redox cycling H2O2, phenol red/HRP absorbance; 100% = 100 µM peroxide control, 0% = buffer. activation, % at 10 µM. 0.03% of 200,000 active;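 active = activation of at least 50% relative to the plate's high and low controls in the primary single-dose screen; inactive = activation below 50%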;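 note: compound incubated with DTT at 0.8 mM final as the reducing agent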
APP transl inh: inhibitors of APP translation via 5'UTR reporter, primary screen, APP 5'UTR luciferase, SH-SY5Y cells | inhibition, % at 2 µM | 0.82% of 190,000 active | AID 1285, 2008 | SH-SY5Y APP 5'UTR-luciferase reporter, luminescence;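 active = inhibition above a set limit, derived from the sample mean plus 3 SD, cut at about 45% in these data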; note: values of inactives mirror those of a sister screen read the other way
Hsp70 act: Hsp70 transcriptional activators, primary screen, cell-based, HeLa, Hsp70 promoter luciferase, luminescence, 10 µM. HeLa Hsp70 promoter luciferase reporter; scaled: vehicle 0, proteasome-inhibitor control 100%. activation, % at 10 µM. 0.04% of 200,000 active;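 active = activation above the mean across all tested compounds plus 3 SD, cutoff set per campaign, cut at about 5.5% in these data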;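 note: 100% = MG132 at 30 µM as the positive control and 0% = DMSO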
G6PDH CS: L. mesenteroides G6PDH inhibitors, counter-screen for G6PDH-coupled screening assays, biochemical, Leuconostoc mesenteroides enzyme; glucose-6-phosphate dehydrogenase [Leuconostoc mesenteroides]; Purified L. mesenteroides G6PDH, diaphorase/resazurin coupled fluorescence, 45 min; inhibition, % at 5 µM; 0.12% of 200,000 active; in the data active = inhibition above about 50%
NF-kB neuron act: activators of NF-kB expression in neurons, primary screen, cell-based, HTS; human neuronal cells, NF-kB reporter expression; stronger effect = higher value; 1.6% of 190,000 active; fold change at 12.5 µM; in the data active = fold change above about 3.3
HMGR II inh: inhibitors of E. faecalis class II HMGR, primary screen, biochemical, Enterococcus faecalis. purified E. faecalis HMGR, NADPH absorbance 340 nm kinetic. inhibition, % at 10 µM. 0.41% of 190,000 active;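 active = inhibition above a set limit, the median over all tested compounds plus 3 SD, cut at about 9.5% in these data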;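 note: enzyme runs in reverse so mevalonate oxidation gives rising NADPH absorbance; 0% = complete reaction with DMSO and 100% = background rate lacking mevalonate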
Starred values were filed as active, the others as inactive; . = no result given. The order is random. About 5.3% of those tested had a hit in this group.

SMILES	FLuc stim CS	APP 5'UTR act	FLuc inh counter	STAT1 activator	DTT redox prof	APP transl inh	Hsp70 act	G6PDH CS	NF-kB neuron act	HMGR II inh
CCOc1c(C(N)=O)cc([N+](=O)[O-])cc1[N+](=O)[O-]	1	6.5	-3.9	97.1	0.0	-6.5	-0.4	7.3	0.98	-1.9
Cc1nn2c3c(cnc2c1-c1ccccc1)C(=O)CC(c1ccccc1)C3 (stereo unspecified)	1	25.7	-4.0	106.4	1.9	-25.7	0.0	6.6	0.9	-0.6
O=C(Nc1cccc([N+](=O)[O-])c1)C(=O)N1CCCCC1	1	69.1	-0.7	132.5*	-0.3	-69.1	0.0	3.6	2.39	-2.6
CCOc1ccc(OCC)c(NC(=O)CN(C)S(=O)(=O)c2ccc3nc(C)sc3c2)c1	1.1	-1.3	-8.0	92.4	-1.0	1.3	-0.1	-4.1	0.88	-3.5
CCOC(=O)Cc1csc(NC(=O)c2ccc(Br)s2)n1	1	5.0	-1.1	93.2	0.4	-5.0	-0.1	10.1	1.01	-3.1
NNC(=O)CNc1ccccc1Cl	1.1	2.9	-8.0	105.4	-0.7	-2.9	0.2	3.3	1.14	-3.1
O=C(Nc1cccc(C(F)(F)F)c1)c1ccccc1NC(=O)C1CCCCC1	1.1	22.3	-8.3	95.6	0.2	-22.3	-0.2	-10.6	0.9	-1.5
CCn1c(=O)c(-c2nc3ccccc3[nH]2)c(O)c2ccccc21	0.8	32.1	23.6	120.8	-0.9	-32.1	-0.2	-6.0	1.36	-2.9
CCOC(=O)CN(C(=O)CSc1nnc(CNc2ccc(F)cc2)o1)c1ccccc1	1.1	-4.6	-7.2	100.5	0.7	4.6	-0.5	3.5	1.02	-2.1
O=C(c1noc2c1CCCCC2)N1CCOCC1	1	-17.8	1.6	105.4	-2.5	17.8	-0.3	-2.8	0.94	3.0
CN1CN(C)c2cccc3cccc1c23	1.1	-5.4	-5.7	90.3	0.5	5.4	0.3	3.1	1.17	-5.5
Oc1ccc2[nH]cnc2c1CN1CCCCC1	1	4.6	-2.6	96.5	2.7	-4.6	0.0	21.7	1.02	-0.4
CCCCc1nc2sc3c(c2c(=O)[nH]1)CCC3	1	6.5	0.0	90.4	-1.1	-6.5	-0.3	12.0	2.27	-3.4
CC(C)C(=O)Nc1nnc(SCC(=O)NCc2ccc3c(c2)OCO3)s1	1	8.0	0.3	97.4	-0.4	-8.0	-0.2	6.9	0.95	1.5
O=C(Cn1c2[n+](c3ccccc31)CC(O)CS2)c1ccccc1 (stereo unspecified)	1	2.5	-4.3	109.6	-0.7	-2.5	-0.4	16.7	1.1	-2.5
Cc1ccc(OCC(=O)NCCc2nc3ccccc3[nH]2)c(C)c1	1.1	1.6	-6.9	93.7	-1.3	-1.6	0.1	2.5	1.13	-0.7
COCCN(C(=O)C(C)C)c1nnc(-c2ccc(C(C)(C)C)cc2)s1	1	3.2	-1.7	100.8	0.1	-3.2	-0.4	10.9	1.2	-2.5
CN(Cc1nc2ccccc2[nH]1)Cc1nc(CC2CC2)no1	1.1	14.6	-5.0	107.1	0.4	-14.6	-0.2	5.9	1.15	-2.9
Cn1c(CCN2CCCCC2)nc2cc(NC(=O)NC3CCCCC3)ccc21	1	.	-3.4	.	.	.	.	3.3	1.05	-5.5
O=C(CNC(=S)NC(=O)c1cccs1)c1ccccc1	0.9	38.1	8.3	111.7	-0.6	-38.1	-0.1	4.7	2	-0.8
O=C1CCC([N+](=O)[O-])C(c2cccc(Cl)c2Cl)N1 (stereo unspecified)	1	-8.4	0.1	100.9	3.9	8.4	-0.3	11.0	1	-1.6
COC(=O)c1noc(-c2ccc(OC)cc2)n1	0.8	3.1	19.1	95.0	-0.8	-3.1	-0.3	6.1	1.21	5.1
Nc1nc2ccc(O)cc2s1	1	8.4	-0.2	96.3	-1.4	-8.4	0.0	-3.7	1.78	2.5
CCOC(=O)CN=C(NS(=O)(=O)c1ccc(Cl)cc1)c1ccccc1	1	0.0	-3.4	101.3	-1.1	0.0	-0.3	7.9	1.36	-4.2
Cc1c(C(=O)NCc2cccs2)oc2ccccc12	1	-3.3	0.8	109.0	2.0	3.3	0.1	-2.6	1.56	0.5
O=C(NCc1cccnc1)C(=O)NCC(c1ccco1)N1CCOCC1 (stereo unspecified)	1	-4.5	0.1	96.6	-1.6	4.5	0.1	5.2	1.1	-7.4
Nc1nc(Cl)cc(Sc2ccc3ccccc3c2)n1	1.1	16.6	-5.7	108.4	0.3	-16.6	-0.1	4.5	1.54	0.3
CCC(=O)NCCCCCCCCCNC(=O)CC	1.1	-8.3	-7.7	105.5	0.0	8.3	-0.2	0.4	0.95	0.6
O=c1[nH][nH]cc1C=NCc1cccc(C(F)(F)F)c1	1	6.8	-1.6	102.8	-1.9	-6.8	0.1	2.6	1	-5.0
COc1cccc(Nc2nnc(SCC(=O)N3CC(C)OC(C)C3)s2)c1 (stereo unspecified)	0.9	-5.1	5.3	108.2	0.4	5.1	-0.3	5.5	0.92	-2.3

One compound at a time, as listed above.
O=C(NCc1cccnc1)C(=O)NCC(c1ccco1)N1CCOCC1 (stereo unspecified) is entered as FLuc stim CS = 1; APP 5'UTR act = -4.5; FLuc inh counter = 0.1; STAT1 activator = 96.6; DTT redox prof = -1.6; APP transl inh = 4.5; Hsp70 act = 0.1; G6PDH CS = 5.2; NF-kB neuron act = 1.1; HMGR II inh = -7.4
COCCN(C(=O)C(C)C)c1nnc(-c2ccc(C(C)(C)C)cc2)s1 is entered as FLuc stim CS = 1; APP 5'UTR act = 3.2; FLuc inh counter = -1.7; STAT1 activator = 100.8; DTT redox prof = 0.1; APP transl inh = -3.2; Hsp70 act = -0.4; G6PDH CS = 10.9; NF-kB neuron act = 1.2; HMGR II inh = -2.5

Next results.
SMILES	FLuc stim CS	APP 5'UTR act	FLuc inh counter	STAT1 activator	DTT redox prof	APP transl inh	Hsp70 act	G6PDH CS	NF-kB neuron act	HMGR II inh
CCCc1nc2sc3ccccc3c(=O)c2c(=O)n1Cc1ccco1	1	1.2	-1.8	96.0	1.4	-1.2	-0.1	-2.8	0.93	-1.6
O=C(NCc1ccncc1)C(=O)NCC(c1ccccc1)c1ccccc1	1	-4.1	-4.7	112.8	-0.3	4.1	-0.5	5.0	1.21	1.6
COc1ccc(CCNC(=O)C2CCN(S(=O)(=O)c3ccc(-n4cnnn4)cc3)CC2)cc1OC	1	-2.6	-4.9	102.2	0.2	2.6	-0.5	5.5	1.06	-8.4
Cc1cc(NS(=O)(=O)c2ccc(-c3ccccc3)cc2)no1	1.1	-2.4	-6.0	98.4	0.1	2.4	-0.4	12.0	1.54	-0.2
CC(Cc1ccccc1)NC(=O)C1CCCNC1=O (stereo unspecified)	1.1	6.0	-6.0	98.7	0.2	-6.0	0.0	10.6	0.97	0.4
CCC(C(=O)NCc1ccco1)N(C(=O)CNS(=O)(=O)c1ccccc1)c1ccc(OC)cc1 (stereo unspecified)	1	-9.4	-1.2	96.1	0.0	9.4	-0.3	8.2	0.75	-0.6
COc1ccc(-n2c(N)c(C(=O)NCC3CCCO3)sc2=S)cc1 (stereo unspecified)	1.1	-1.5	-6.9	99.0	27.7	1.5	-0.6	5.4	1.09	1.7
Cc1nnc2n(Cc3ccccc3)c(=O)c3c4c(sc3n12)COC(C)(C)C4	1	4.9	-1.5	105.8	-0.7	-4.9	-0.2	12.6	1.93	2.1
Cc1sc(-c2ccccn2)nc1OC(=O)c1ccc(Cl)cc1	1.1	-6.7	-7.0	98.1	1.4	6.7	0.1	-29.0	1.39	-0.6
COc1ccc(S(=O)(=O)N2CCN(C(=O)COc3ccc4c(C)cc(=O)oc4c3)CC2)cc1	1.1	-6.4	-8.2	91.7	2.5	6.4	-0.3	23.7	1.17	1.7
N#CC1=C(S)N(c2ccccc2)C(c2ccco2)NC1=O (stereo unspecified)	1	29.1	3.9	103.0	-0.5	-29.1	-0.3	27.3	1.01	4.3
CN1CCN(c2ccc(Cl)cc2NC(=O)c2ccc(S(=O)(=O)N(C)C)cc2)CC1	1	.	-3.3	99.1	0.3	.	-0.1	-1.6	0.87	-3.5
CCOc1ccc(S(=O)(=O)N(C)c2ccc(OCC(=O)NCc3ccco3)cc2)cc1	1.1	-2.6	-5.4	99.7	0.2	2.6	-0.1	-2.7	2.31	1.0
CCc1cc2c(NC3CCCC3)ncnc2s1	1	-5.2	-2.9	78.3	-0.6	5.2	-0.1	10.3	0.91	0.2
N/C(Cc1cccc2ccccc12)=N\OC(=O)c1ccc2c(c1)OCO2	1	-9.8	-4.9	96.5	-1.2	9.8	-0.1	6.5	1.35	-9.2
O=C(CC1CCCCC1)NCc1ccc(F)cc1	1	19.6	-3.7	121.4	-0.1	-19.6	0.4	6.7	1.38	-1.3
O=C1CSC(c2cccnc2)N1C1CCCCC1 (stereo unspecified)	1	9.3	-2.8	103.3	1.8	-9.3	0.1	8.0	1.08	-3.5
COc1ccc(C2Nc3ccccc3C(=O)N2Cc2ccccc2)cc1Cn1nnc2ccccc21 (stereo unspecified)	1.1	9.5	-5.8	101.0	1.9	-9.5	0.5	2.6	0.94	-0.9
NC(=O)C1=C[C@H](c2ccccc2)C[C@H](OCc2ccc(CO)cc2)O1	1	29.6	-2.2	113.3	0.3	-29.6	-0.1	29.7	1.54	0.4
CN1CC(=O)N(CC(=O)NCCc2ccc(F)cc2)c2ccccc2C1=O	1.1	23.6	-5.6	95.9	2.8	-23.6	0.1	-4.3	1.18	0.7
Cc1ccc(Cn2c(=O)c3ccccc3n3c(CCC(=O)O)nnc23)cc1	.	-4.2	.	99.2	-0.1	4.2	0.0	.	.	.
Cc1ccc(OCC(=O)N2CCN(c3nnc(-c4ccccc4)c4ccccc34)CC2)cc1	1	10.6	-1.4	93.0	0.0	-10.6	-0.8	-3.1	0.34	-8.8
COc1ccc2cc(/C=N/NC(=O)c3ccc(CN(c4ccc(C)c(C)c4)S(C)(=O)=O)cc3)c(Cl)nc2c1	1	-6.5	-0.9	83.7	-0.6	6.5	-0.3	-34.1	0.97	-2.4
O=C1OCCC1Sc1nnc(-c2ccc(F)cc2)n1Cc1ccccc1 (stereo unspecified)	1.1	-1.2	-11.2	95.2	-0.1	1.2	-0.2	11.2	1.14	-0.7
O=C(NCCc1ccccn1)c1ccc(OC(F)F)cc1	0.3	98.9	65.2*	122.2	0.1	-98.9	0.5	8.6	3.27	-7.1

Reprinted at random: 2 entries already listed.
SMILES	FLuc stim CS	APP 5'UTR act	FLuc inh counter	STAT1 activator	DTT redox prof	APP transl inh	Hsp70 act	G6PDH CS	NF-kB neuron act	HMGR II inh
COc1ccc(C2Nc3ccccc3C(=O)N2Cc2ccccc2)cc1Cn1nnc2ccccc21 (stereo unspecified)	1.1	9.5	-5.8	101.0	1.9	-9.5	0.5	2.6	0.94	-0.9
O=C(NCCc1ccccn1)c1ccc(OC(F)F)cc1	0.3	98.9	65.2*	122.2	0.1	-98.9	0.5	8.6	3.27	-7.1
